Neddyl block: inhibitors of cullin neddylation, primary screen, biochemical, TR-FRET, uHTS, NAE and Ubc12; calls only at 25 µM; NEDD8-conjugating enzyme Ubc12 (Homo sapiens) + NEDD8-activating enzyme E1 regulatory …; 360,000 tested, 0.58% active; AID 651699, 2012; in the data active = inhibition above about 36%
Target sequence (P61081 whole entry, looked up): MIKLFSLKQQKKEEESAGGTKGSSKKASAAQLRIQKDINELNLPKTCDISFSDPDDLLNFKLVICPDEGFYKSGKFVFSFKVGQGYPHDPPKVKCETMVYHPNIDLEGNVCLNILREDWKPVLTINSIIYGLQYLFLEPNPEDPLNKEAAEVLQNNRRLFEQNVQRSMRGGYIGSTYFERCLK
Target sequence (Q13564 whole entry, looked up): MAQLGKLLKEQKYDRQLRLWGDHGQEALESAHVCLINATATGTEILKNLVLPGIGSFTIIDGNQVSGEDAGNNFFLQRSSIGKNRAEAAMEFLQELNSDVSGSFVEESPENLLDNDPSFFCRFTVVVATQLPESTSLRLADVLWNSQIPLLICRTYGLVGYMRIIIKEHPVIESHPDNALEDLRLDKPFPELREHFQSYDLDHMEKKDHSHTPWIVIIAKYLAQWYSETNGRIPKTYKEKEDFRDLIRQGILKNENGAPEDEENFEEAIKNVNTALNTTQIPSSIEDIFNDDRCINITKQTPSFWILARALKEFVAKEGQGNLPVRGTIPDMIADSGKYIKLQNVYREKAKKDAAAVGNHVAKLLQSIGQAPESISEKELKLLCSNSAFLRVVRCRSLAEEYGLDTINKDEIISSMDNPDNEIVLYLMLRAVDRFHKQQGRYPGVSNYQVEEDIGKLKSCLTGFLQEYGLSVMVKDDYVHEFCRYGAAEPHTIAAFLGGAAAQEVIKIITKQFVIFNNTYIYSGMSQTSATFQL
Rin1 Abl inh: inhibitors of Rin1-Abl protein binding, primary screen, biochemical, TR-FRET. inhibition, % at 7.35 µM. 360,000 tested, 0.4% active. Tyrosine-protein kinase ABL1 (Homo sapiens) + Ras and Rab interactor 1 (Homo sapiens), …; in the data active = inhibition above about 5%, passing the limit was not always enough
CSN inh: inhibitors of CSN-mediated cullin deneddylation, primary screen, biochemical, fluorescence polarization, uHTS; COP9 signalosome complex subunit 5 (Homo sapiens), Q92905; Purified CSN, SCF-Nedd8-OG deneddylation; inhibition, % at 12.5 µM; 360,000 tested, 0.38% active;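 active = pattern-corrected inhibition above about 35%, with an unprinted fluorescence ratio check between 0.5 and 1.5, limit read from the data, passing the limit was not always enough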;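 note: 0% = enzyme with substrate and 100% = substrate without enzyme; some results filed as inactive read as strong as hits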
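Assay system: Purified human Csn5 enzyme expressed in HEK293T cells | Amount: Enzyme 0.24 nM | Measured by: Fluorescence polarization readout | Medium: Tris/NaCl/DTT buffer, pH 7.5 | Compound dosing: One concentration, 12.5 µM, 0.25% DMSO | Times: 90 min incubation of compound, enzyme and substrate at room temperature | Control set: no-enzyme wells high, enzyme-with-substrate wells low | Read-out: % inhibition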
Tb MetRS inh: T. brucei MetRS inhibitors, primary screen, biochemical, luminescence. methionyl-tRNA synthetase (Trypanosoma brucei brucei). inhibition, % at 11.9 µM. AID 624268, 2012. 360,000 tested, 0.4% active. purified T. brucei MetRS, ATP depletion, Kinase-Glo luminescence;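 active = inhibition above a per-plate cutoff of the control wells' mean inhibition plus 3 SD, cut at about 5.5% in these data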;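 note: 0% = DMSO wells median and 100% = median of wells with control inhibitor compound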
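Dosing: 11.9 µM single point; system: parasite MetRS enzyme; technique: luminescence of leftover ATP; times: 15 min enzyme-compound preincubation, 2 h reaction, 10 min detection, 25 °C; replicates: each compound tested once; read-out basis: percent inhibition relative to median high and low control wells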
bovine MsrA act: bovine MsrA enzyme activators, primary screen, biochemical, absorbance, HTS. purified bovine MsrA, absorbance read-out. activation, % at 10.6 µM. AID 602163, 2012. 360,000 tested, 0.3% active. Methionine sulfoxide reductase A (Bos taurus); in the data active = activation above about 7.5%;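 note: 0% = vehicle and 100% = reference activator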
MsrA inhibitor: bovine MsrA enzyme inhibitors, primary screen, biochemical, absorbance, HTS; Methionine sulfoxide reductase A (Bos taurus); purified bovine MsrA, absorbance read-out; inhibition, % at 15.5 µM; 360,000 tested, 0.75% active; AID 651718, 2012; in the data active = inhibition above about 4.5%;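 note: 0% = vehicle wells with enzyme and 100% = reference inhibitor wells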
E coli Lon inh: inhibitors of E. coli Lon protease, primary screen, biochemical, fluorescence polarization | inhibition, % at 7.94 µM | purified E. coli Lon protease | 360,000 tested, 0.42% active | P0A9M0; in the data active = inhibition above about 13%, passing the limit was not always enough;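 note: 0% = enzyme with probe and DMSO and 100% = no enzyme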
FAS TE block: FAS thioesterase domain inhibitors, primary screen, biochemical, fluorescence intensity, uHTS; Fatty acid synthase (Homo sapiens), P49327; recombinant FAS-TE, OMFH fluorogenic substrate, fluorescence endpoint; inhibition, % at 15 µM; 360,000 tested, 0.67% active; AID 602261, 2012;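 active = compounds whose normalised, plate-corrected inhibition of enzyme fluorescence in the single-dose primary screen is 50% or more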;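 note: 0% = DMSO with enzyme and 100% = substrate without enzyme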
PABP1 MLLE inh: inhibitors of PABP1 MLLE–PAM2 peptide binding, primary screen, biochemical, fluorescence polarization, FITC-PAM2, GST-MLLE. Polyadenylate-binding protein 1 (Homo sapiens), P11940. inhibition, % at 20 µM. 360,000 tested, 0.36% active. AID 588489, 2011; in the data active = inhibition above about 35%, passing the limit was not always enough;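 note: plate controls were DMSO wells with GST-MLLE for no effect and wells lacking GST-MLLE protein for full effect; some results filed as inactive read as strong as hits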
* marks the source's active call; other numbers are inactive results; i = inactive; . = no result given.

item	smiles	Neddyl block	CSN inh	Tb MetRS inh	MsrA inhibitor	FAS TE block	bovine MsrA act	E coli Lon inh	Rin1 Abl inh	PABP1 MLLE inh
1	CCn1c(C)nc2cc(C(=O)NNC(=S)Nc3ccc(C)cc3)ccc21	i	2	0.0	0.6	-7	-3	3	1	16
2	Cc1ccccc1CN1C(=O)[C@@H]2Cc3c([nH]c4ccccc34)C(C)(C)N2C1=O	i	-1	0.1	0.8	13	-2	1	-2	-23
3	COC(=O)c1ccc(NS(=O)(=O)c2cccc3cccnc23)cc1	i	-6	0.1	-0.4	2	-3	1	-2	7
4	Cc1cc(S(=O)(=O)N2CCCCC2)ccc1OCC(=O)N1CCOCC1	i	0	-0.9	-1.2	-3	-9	10	0	-23
5	COc1cccc(CN2CCN(Cc3c(C)nn(C(C)C)c3C)CC2CCO)c1 (centres undefined)	i	-1	-1.9	-1.4	-7	-13	0	2	2
6	Cc1ccc(-c2noc(CCC(=O)NCCc3ccccc3Cl)n2)cc1	i	1	-0.1	.	3	-3	2	-2	-2
7	Cc1ccc(Nc2nc3ccccc3s2)cc1	i	-9	0.0	-0.7	-4	-8	5	-1	11
8	COc1cc2[nH]c(=S)nc(NCCc3ccc(C)cc3)c2cc1OC	i	-4	-0.8	0.4	-4	-4	-6	-15	-90

Arranged by molecular weight (low to high): 3 of the compounds above
item	smiles	Neddyl block	CSN inh	Tb MetRS inh	MsrA inhibitor	FAS TE block	bovine MsrA act	E coli Lon inh	Rin1 Abl inh	PABP1 MLLE inh
3	COC(=O)c1ccc(NS(=O)(=O)c2cccc3cccnc23)cc1	i	-6	0.1	-0.4	2	-3	1	-2	7
8	COc1cc2[nH]c(=S)nc(NCCc3ccc(C)cc3)c2cc1OC	i	-4	-0.8	0.4	-4	-4	-6	-15	-90
6	Cc1ccc(-c2noc(CCC(=O)NCCc3ccccc3Cl)n2)cc1	i	1	-0.1	.	3	-3	2	-2	-2

Continued.
item	smiles	Neddyl block	CSN inh	Tb MetRS inh	MsrA inhibitor	FAS TE block	bovine MsrA act	E coli Lon inh	Rin1 Abl inh	PABP1 MLLE inh
9	CN(Cc1ccccc1)C(=O)COC(=O)c1cc(Cl)nc(Cl)c1	i	-3	0.0	-0.5	51*	-3	8	-1	5
10	CC(=O)N[C@@H](Cc1c[nH]c2ccccc12)C(=O)NCc1ccccc1	i	0	-0.4	-1.3	-4	-9	7	6	-3
11	COc1ccc(/C=N/Nc2ccc(C(=O)O)cc2)c(OC)c1OC	i	1	-1.1	5.8*	-6	-6	13	1	-9
12	CCCCNC(=O)c1onc(CS(=O)(=O)c2ccccn2)c1C(=O)NCCCC	i	3	0.2	-0.3	-9	-4	-3	2	-13
13	O=C(NCc1ccco1)C1c2ccccc2Oc2ccccc21	i	10	0.2	0.1	-4	-2	0	3	-4
14	Cn1c(=N)n(CC(O)c2cccc3ccccc23)c2ccccc21 (centres undefined)	i	-3	-0.1	2.0	-6	-2	2	0	7
15	CSc1nnc(C)c(=O)n1COC(=O)COc1ccccc1C	i	-8	-0.2	-0.8	-12	-9	-4	1	7
16	CCCCNC(=O)C[C@@H]1C[C@@]2(C(=O)OCC)CCC=C2N(Cc2cccc3ccccc23)C1=O	i	0	-0.3	-0.4	0	-1	4	.	.

Gathered by group: the compounds so far containing four or more nitrogen atoms (3)
item	smiles	Neddyl block	CSN inh	Tb MetRS inh	MsrA inhibitor	FAS TE block	bovine MsrA act	E coli Lon inh	Rin1 Abl inh	PABP1 MLLE inh
1	CCn1c(C)nc2cc(C(=O)NNC(=S)Nc3ccc(C)cc3)ccc21	i	2	0.0	0.6	-7	-3	3	1	16
5	COc1cccc(CN2CCN(Cc3c(C)nn(C(C)C)c3C)CC2CCO)c1 (centres undefined)	i	-1	-1.9	-1.4	-7	-13	0	2	2
12	CCCCNC(=O)c1onc(CS(=O)(=O)c2ccccn2)c1C(=O)NCCCC	i	3	0.2	-0.3	-9	-4	-3	2	-13

The list continues.
item	smiles	Neddyl block	CSN inh	Tb MetRS inh	MsrA inhibitor	FAS TE block	bovine MsrA act	E coli Lon inh	Rin1 Abl inh	PABP1 MLLE inh
17	Cc1c(C(=O)Oc2ccc(Cl)cc2)n(C)oc1=O	i	1	-0.2	-0.6	7	0	3	-3	7
18	COc1ccccc1N1CCN(C(=O)CCC(=O)N2CCN(c3ccc(F)cc3)CC2)CC1	i	-1	0.3	0.4	-1	-3	3	1	3
19	Cc1ccc(CNC(=O)CCc2cn(C)c3ccccc23)cc1	i	2	-0.5	-0.4	4	-3	1	-2	5
20	CCNC(=S)Nc1cc(C)ccn1	i	-1	0.0	-1.5	-1	-8	-8	1	-39
21	COc1ccc(C2c3[nH]c4ccccc4c3CCN2C(=O)c2cc3ncccn3n2)c(F)c1 (centres undefined)	i	6	1.1	0.0	12	-2	-3	3	8
22	O=[N+]([O-])c1ccc(Cl)cc1NCCCN1CCOCC1	i	0	-0.3	-1.1	-4	-4	-4	-6	5
23	CC(=O)N1CCc2cc(S(=O)(=O)Nc3ccc(C)cc3)ccc21	i	0	-1.3	0.2	-3	-3	-4	4	-5
24	CC1CC(C)CN(C(=O)C(C)N2CCN(S(=O)(=O)c3ccccc3F)CC2)C1 (centres undefined)	i	-1	0.2	-0.3	2	-4	-14	1	-5
25	CCC1=C(OC(=O)N(CC)CC)N2C(=O)OC(=NCCc3c[nH]c4ccccc34)[C@]2(Cc2ccccc2)[C@H]2C1=CC[C@H]1C(=O)N(c3ccccc3)C(=O)[C@H]12	i	105	-0.4	0.1	4	-5	0	2	-23
26	O=C(CSc1nncs1)Nc1ccc2c(c1)OCO2	i	2	-0.4	-1.4	-8	-9	3	2	11
27	O=C(Nc1ccc(F)cc1)N1CCCC(c2nc3c(nnn3Cc3ccccc3Cl)c(=O)[nH]2)C1 (centres undefined)	i	-4	1.2	2.9	5	-2	2	0	8
28	CCOC(=O)Nc1ccc2c(c1)N(C(=O)CCN1CCN(CCO)CC1)c1ccccc1S2	i	2	-0.6	-0.3	-3	-1	1	-3	-10
29	CC(C)(C)c1ccc(C(=O)CSc2ncn[nH]2)cc1	i	-2	-0.3	0.5	-69	1	0	-1	20
30	Cc1csc(SCC(=O)Nc2sc3c(c2C#N)CCC3)n1	i	4	-1.6	0.6	3	-9	4	3	-3
31	Cc1ccccc1NS(=O)(=O)c1ccc(C(=O)NN2CCCCC2)cc1	i	-2	-0.5	-0.8	-1	-2	1	2	-1
32	Cc1nnc2n1N=CC=C(c1ccccc1)S2	i	3	0.1	0.7	-5	2	-11	0	-73
33	Cc1cccc(C)c1NC(=O)C(c1ccccc1)N1CCN(c2ccc(F)cc2)CC1 (centres undefined)	i	0	0.0	1.3	5	-5	-3	0	-14
34	COc1ccc(-c2nn(-c3ccccc3)cc2/C=C2/SC(=S)N(CCC(=O)O)C2=O)cc1	i	17	-2.0	-0.2	-18	-11	-4	2	10
35	COC(=O)CC1C(=O)NCCN1C(=O)c1oc2c(C)c(C)ccc2c1C (centres undefined)	i	3	0.1	-0.4	-10	-2	-14	5	-5
36	O=S(=O)(NC(=NC1CCCCC1)c1ccccc1)c1ccc(F)cc1	i	-4	1.8	1.3	0	-2	-12	1	11
37	CN(C)S(=O)(=O)c1cccc(NC(=S)N/N=C/C(c2ccccc2)c2ccccc2)c1	i	1	0.2	-1.3	8	1	6	0	-27
38	O=C(c1cc(F)ccc1F)C1CCCN(C(=O)CCCN2CCCCC2=O)C1 (centres undefined)	i	0	-0.2	1.8	-7	-5	-9	-5	20
39	Cc1ccc2nc(CSc3nnc(Cc4cccs4)n3C3CCCCC3)cc(=O)n2c1	i	0	0.4	1.2	-1	-3	-4	-2	-32
40	COc1ccccc1NS(=O)(=O)c1cccc(C(=O)NNC(=O)c2ccc(O)c(Cl)c2)c1	i	1	-0.2	0.8	-8	0	-4	4	-2
41	O=C(O)CC(NC(=O)CCC1CCCCC1)c1cc([N+](=O)[O-])ccc1Cl (centres undefined)	i	-17	-0.2	-1.4	60*	-1	-3	2	-17
42	Cc1cc(OCC(=O)OCC(=O)N2CCc3ccccc32)ccc1Cl	i	1	-0.3	0.3	35	-2	-2	-3	-14
43	COc1cc(OC)cc(C(=O)Nc2cccc(NC(=O)c3ccccc3)c2)c1	i	4	-0.1	0.1	10	-4	1	3	7
44	O=C(Cc1cccs1)N1CCN(S(=O)(=O)c2ccc(F)c(F)c2)CC1	i	-1	-0.2	-0.3	5	-3	-5	2	-20
45	OCCNCC(O)Cn1ccc2ccccc21 (centres undefined)	i	-6	0.3	0.7	-4	2	-1	2	-11
46	Nc1nc2ncc(CNc3ccc(C(=O)N[C@@H](CCC(=O)O)C(=O)O)cc3)nc2c(=O)[nH]1	.	-3	0.9	0.9	0	-2	6	-1	2
47	CCCCNc1ncnc2c1cnn2-c1ccc(C)cc1C	i	1	0.2	-0.2	2	1	6	3	10
48	O=C(CCCOc1ccc(Cl)cc1Cl)n1nnc2ccccc21	i	4	0.2	0.3	18	-5	-6	-2	-7
49	O=C(COc1cccc(C(F)(F)F)c1)NCC(c1ccco1)N1CCCCC1 (centres undefined)	i	1	-0.1	2.6	3	2	-5	1	-3
50	Cc1ccc(NC(=O)CN2CCOCC2)cc1S(=O)(=O)N1CCCCC1	i	2	-0.1	-0.6	-1	-3	-4	0	-5
51	O=C(CCN1C(=O)c2ccccc2C1=O)Nc1cc(F)ccc1F	i	2	-1.0	0.2	-7	-10	0	-4	8
52	CCOC(=O)C1CCCN(C(=O)c2cc(-c3ccc(C)cc3)nc3ccccc23)C1 (centres undefined)	i	0	-0.6	2.4	19	-3	-1	1	4
53	CCOc1cc2[nH]c(=S)n(Cc3ccc(C(=O)NCCCN(CC)CC)cc3)c(=O)c2cc1OCC	i	3	-0.8	-1.5	-2	-6	-5	3	-106
54	CCCC(C(=O)O)N1C(=O)/C(=C2\C(=O)N(C)c3ccccc32)SC1=S (centres undefined)	i	1	-0.3	1.6	-5	-3	-13	-6	30

Rows are unselected; about 4% have a hit in one of these screens.
